RGS8-Gao = human RGS8-Galphao interaction regulation. 220,000 compounds, 0.34% hits. P09471. response (percent of control binding), % at 10 µM. AID 1423. multiplexed bead flow cytometry, RGS8-Galphao binding; actives lie on both sides; in the data active = response below about 60% or above about 140%; inactive = in between;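 note: Galphao activated as the GDP aluminium fluoride complex binding bead-coupled RGS8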
Target sequence (P09471 whole entry, looked up): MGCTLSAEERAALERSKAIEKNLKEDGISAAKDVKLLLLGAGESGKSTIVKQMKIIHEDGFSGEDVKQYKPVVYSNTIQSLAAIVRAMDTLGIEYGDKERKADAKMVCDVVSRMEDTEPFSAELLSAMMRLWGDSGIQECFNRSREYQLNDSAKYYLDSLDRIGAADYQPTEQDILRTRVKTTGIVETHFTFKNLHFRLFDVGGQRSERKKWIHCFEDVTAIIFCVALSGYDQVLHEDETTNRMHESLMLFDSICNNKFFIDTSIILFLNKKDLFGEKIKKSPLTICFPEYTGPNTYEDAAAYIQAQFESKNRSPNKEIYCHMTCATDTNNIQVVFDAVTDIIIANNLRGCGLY
Bim-Bcl-2 = disrupts Bim peptide binding to human Bcl-2; AID 950; Bead-based flow cytometry, Bim peptide-Bcl-2 binding; 190,000 compounds, 0.06% hits; inhibition, % at 10 µM; in the data active = inhibition above about 40%; inconclusive = no clear call, values can overlap the other calls;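 note: 0% = no compound wells with probe peptide and 100% = reference peptide inhibitor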
RGS7-Gao = modulates binding of RGS7 to human Galphao; P09471; Multiplexed bead flow cytometry; actives lie on both sides; binding response (% of control), % at 10 µM; 220,000 compounds, 0.35% hits; AID 1439; in the data active = binding response below about 49% or above about 150%; inconclusive = no clear call, values can overlap the other calls; inactive = in between;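 note: fluorescent Galphao held in activated GDP-AlF4 state binding bead-coupled RGS7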
Bim-Bcl-W = disrupts Bim peptide binding to human Bcl-W. bead-based flow cytometry. inhibition, % at 10 µM. 190,000 compounds, 0.02% hits. AID 952;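 note: 0% = bound tracer without compound and 100% = peptide blocker; higher means less fluorescent Bim peptide bound to Bcl-W beads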
Mcl1 Bid PPI = Mcl-1/Bid interaction inhibition; Q07820; TR-FRET Mcl-1/Bid-Dy647 peptide binding, 1536-well; inhibition, % at 21.7 µM; 220,000 compounds, 0.97% hits;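 active = compounds that cut the binding signal by more than half at the single screening dose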;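 note: His-tagged Mcl-1 with europium anti-His antibody binding Bid BH3 peptide; 0% = Mcl-1 plus peptide wells and 100% = peptide-only wells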
Target sequence (Q07820 whole entry, looked up): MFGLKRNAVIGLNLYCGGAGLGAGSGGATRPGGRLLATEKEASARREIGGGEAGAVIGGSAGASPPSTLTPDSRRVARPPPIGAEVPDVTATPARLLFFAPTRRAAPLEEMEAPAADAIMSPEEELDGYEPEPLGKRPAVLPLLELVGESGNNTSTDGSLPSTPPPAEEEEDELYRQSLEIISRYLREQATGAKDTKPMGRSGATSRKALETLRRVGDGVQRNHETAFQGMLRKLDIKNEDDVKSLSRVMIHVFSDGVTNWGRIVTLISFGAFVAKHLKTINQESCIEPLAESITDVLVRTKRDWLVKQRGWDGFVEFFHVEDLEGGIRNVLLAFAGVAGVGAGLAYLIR
GSH fluor = compound fluoresces at 488/530 nm on GSH beads; 190,000 compounds, 0.25% hits; fluorescence (KMESF) at 10 µM; GSH beads flow cytometry, compound fluorescence 488/530 nm; active compounds read high; in the data active = fluorescence above about 89;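 note: glutathione beads carrying GST-tagged Bcl family fusion proteins plus one bare bead set; values are compound well signal with DMSO vehicle wells as background; inactives centre near 16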
Bcl-XL Bim block = human Bim-Bcl-XL interaction inhibition; Q07817; inhibition, % at 10 µM; Bim peptide-Bcl-XL binding, bead flow cytometry, fluorescence; 190,000 compounds, 0.04% hits
Bcl-B Bim block = disrupts Bim peptide binding to human Bcl-B. bead-based flow cytometry. inhibition, % at 10 µM. 190,000 compounds, 0.073% hits. AID 951;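 note: 0% = tracer peptide without compound and 100% = reference inhibitor peptide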
Target sequence (Q9HD36 whole entry, looked up): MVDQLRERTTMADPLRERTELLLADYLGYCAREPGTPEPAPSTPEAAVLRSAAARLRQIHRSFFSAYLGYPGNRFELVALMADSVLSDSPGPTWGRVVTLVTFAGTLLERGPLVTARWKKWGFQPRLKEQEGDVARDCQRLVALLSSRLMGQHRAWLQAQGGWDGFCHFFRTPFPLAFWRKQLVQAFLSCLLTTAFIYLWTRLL
Bim-Mcl-1 = inhibitors of Bim-Mcl-1 interaction, human; Q07820; Bead-based flow cytometry, Bim peptide-Mcl-1 binding; inhibition, % at 10 µM; 190,000 compounds, 0.1% hits; AID 1009;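 note: 0% = no compound tracer wells and 100% = peptide blocker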
RGS4-Gao reg = human RGS4-Galphao interaction regulation. P09471. Multiplexed bead flow cytometry, RGS4-Galphao binding; actives lie on both sides. binding response (% of control), % at 10 µM. 220,000 compounds, 0.33% hits. AID 1415; in the data active = binding response below about 49% or above about 150%; inactive = in between;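 note: fluorescent Galphao activated with aluminum fluoride binding bead-coupled RGS4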
Bfl-1 Bim block = human Bim-Bfl-1 interaction inhibition. AID 1008. Bead-based flow cytometry, Bim-Bfl-1 binding inhibition. Q16548. inhibition, % at 10 µM. 190,000 compounds, 0.12% hits;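 note: 0% = wells without compound plus tracer and 100% = blocker peptide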
The depositor's hits bear a star; ? = inconclusive; · = not tested or not shown. Cut-off read from the data, not from the text of the source, unless noted: active = inhibition above about 40%.

SMILES	RGS8-Gao	Bim-Bcl-2	RGS7-Gao	Bim-Bcl-W	Mcl1 Bid PPI	GSH fluor	Bcl-XL Bim block	Bcl-B Bim block	Bim-Mcl-1	RGS4-Gao reg	Bfl-1 Bim block
C[C@@H](O)C1NC(=O)[C@H](CCCCN)NC(=O)c2cc([N+](=O)[O-])cc(I)c2NCCC[C@@H](C(N)=O)NC1=O (stereo partly drawn)	84	5	98	6	2	18	2	5	4	92	4
O=C(COC(=O)c1ccccc1)Nc1cc(Cl)ccc1Oc1ccccc1	107	0	105	-5	0	12	-7	-6	-4	106	1
Cc1ccc2c(c1)N(CC(=O)N(Cc1ccc3c(c1)OCO3)CC1CCCO1)C(=O)C(C)O2 (stereo not drawn)	99	-2	98	-4	-6	17	-3	0	-3	98	-2
CCc1c(C)sc(NC(=O)c2ccco2)c1C(=O)N1CCCCC1	97	4	100	2	-66	14	1	0	0	94	5
COc1ccc(OC)c(NC(=O)C(=O)NNC(=O)COc2ccc(Br)cc2C)c1	106	1	103	2	8	19	0	1	0	103	1
O=C(NCc1n[nH]c(=S)n1-c1cccc(C(F)(F)F)c1)c1ccc(S(=O)(=O)N2CCCC2)cc1	94	0	91	2	-28	12	-1	-24	-1	96	2
CCC(C)Nc1c2c(nc3c(-c4ccccc4)c(C)nn13)CCC2 (stereo not drawn)	101	-2	98	0	-18	17	0	-1	-1	101	0
Cc1ccc(NC(=O)COC(=O)c2ccc3c(c2)NC(=O)C2CCCN32)cc1 (stereo not drawn)	104	-3	107	0	-48	11	-2	0	0	107	0
CNS(=O)(=O)c1cccc2nsnc12	104	2	106	1	-45	10	0	2	0	102	3
Cn1ccnc1SCC(=O)Nc1cccc2ccccc12	111	-2	103	3	-34	11	-2	-1	1	103	0
CCN(c1ccc(NC(=O)COC(=O)c2cc3ccccc3oc2=O)cc1)C(C)C	105	-3	106	-5	-25	23	-8	-15	-3	107	-2
CC(=O)c1ccc(N2CCN(CC(=O)Nc3ccccc3N3CCOCC3)CC2)cc1	104	-2	99	0	-7	12	0	-3	-1	100	-6
CCCC(=O)Nc1ccc(-c2nc3cc(C)c(C)cc3o2)c(O)c1	101	3	98	0	5	16	2	2	0	97	5
COc1cc(OC)c(C(=O)NNC(=S)NC2CCCCC2)cc1OC	102	0	99	-4	-64	9	-9	-11	-7	98	3
Cc1nc(-c2ccccc2O)n(-c2ccccc2)n1	94	-9	90	-2	-6	28	-21	-5	-1	92	-13

2 entries drawn at random from the list so far:
SMILES	RGS8-Gao	Bim-Bcl-2	RGS7-Gao	Bim-Bcl-W	Mcl1 Bid PPI	GSH fluor	Bcl-XL Bim block	Bcl-B Bim block	Bim-Mcl-1	RGS4-Gao reg	Bfl-1 Bim block
Cn1ccnc1SCC(=O)Nc1cccc2ccccc12	111	-2	103	3	-34	11	-2	-1	1	103	0
CC(=O)c1ccc(N2CCN(CC(=O)Nc3ccccc3N3CCOCC3)CC2)cc1	104	-2	99	0	-7	12	0	-3	-1	100	-6

An excerpt from the list above, as a working copy:
SMILES	RGS8-Gao	Bim-Bcl-2	RGS7-Gao	Bim-Bcl-W	Mcl1 Bid PPI	GSH fluor	Bcl-XL Bim block	Bcl-B Bim block	Bim-Mcl-1	RGS4-Gao reg	Bfl-1 Bim block
CCN(c1ccc(NC(=O)COC(=O)c2cc3ccccc3oc2=O)cc1)C(C)C	105	-3	106	-5	-25	23	-8	-15	-3	107	-2
CC(=O)c1ccc(N2CCN(CC(=O)Nc3ccccc3N3CCOCC3)CC2)cc1	104	-2	99	0	-7	12	0	-3	-1	100	-6
CCCC(=O)Nc1ccc(-c2nc3cc(C)c(C)cc3o2)c(O)c1	101	3	98	0	5	16	2	2	0	97	5

The listing picks up; the two compounds before the break are reprinted first.
SMILES	RGS8-Gao	Bim-Bcl-2	RGS7-Gao	Bim-Bcl-W	Mcl1 Bid PPI	GSH fluor	Bcl-XL Bim block	Bcl-B Bim block	Bim-Mcl-1	RGS4-Gao reg	Bfl-1 Bim block
COc1cc(OC)c(C(=O)NNC(=S)NC2CCCCC2)cc1OC	102	0	99	-4	-64	9	-9	-11	-7	98	3
Cc1nc(-c2ccccc2O)n(-c2ccccc2)n1	94	-9	90	-2	-6	28	-21	-5	-1	92	-13
Nc1n[nH]c(-c2ccc(Br)cc2)c1Cl	100	-2	100	1	2	24	0	0	-2	100	0
CC(C)(C)c1ccc(OCC(O)CN(CCO)CC(O)Cn2ccc3ccccc32)cc1 (stereo not drawn)	104	-7	102	-3	-45	14	-3	-8	7	98	-10
CCOC(=O)c1c(/N=C/c2cccc([N+](=O)[O-])c2O)sc(C)c1C	93	-7	108	-2	-16	8	-1	-6	-1	105	-14
Cc1noc(C)c1S(=O)(=O)N(CC(=O)NCc1ccc2c(c1)OCO2)c1ccc(C(C)C)cc1	102	-9	102	0	-7	15	-5	-9	-2	106	-13
COc1ccc(CCN2C(=O)C3C4C=CC(C4)C3C2=O)cc1OC (stereo not drawn)	104	-4	104	0	-10	16	1	1	0	105	0
COc1cc(OC)cc(C(=O)N[C@H](C(=O)OCC(=O)Nc2ccc(F)c(F)c2)C(C)C)c1	101	-7	109	-1	-17	6	-4	-4	-7	103	-2
CC(=O)NCC(=O)OCC(=O)c1ccccc1	102	-3	103	3	-37	8	-6	0	0	103	-9
CCOc1cc(C(=O)Nc2ccc(N3CCOCC3)cc2)cc(Br)c1OC	98	0	95	0	-25	13	-2	5	0	97	3
CC(C)c1ccc(NC(=O)CNS(=O)(=O)c2ccc(F)cc2)cc1	99	1	94	-5	30	17	-2	4	-1	99	3
CCC(C)NS(=O)(=O)c1ccc(S(=O)(=O)N2CC=C(c3ccc(F)cc3)CC2)cc1 (stereo not drawn)	110	0	100	0	-19	9	-4	-1	-1	102	1
COc1ccc(/C=C(/C(=O)Nc2ccccc2C(=O)N2CCCC2)c2ccccc2)cc1	103	3	103	0	-22	23	3	-1	-1	101	4
CCO[C@H]1OC(C(N)=O)=C[C@@H](c2csc3ccccc23)[C@@H]1CCCO	101	-2	100	-2	-8	21	-1	-5	-4	103	-5
CCn1cc(C(=O)NCCCN2CCC(C)CC2)c(=O)c2cc(S(=O)(=O)N3CCCC3)ccc21	104	-7	102	-5	19	35	-9	-9	-6	99	-5
Cc1ccc2nc(SCC(=O)Nc3nonc3N)[nH]c2c1	100	0	95	1	-8	13	-2	-1	0	99	-2
C=CCn1c(=O)c2c(nc3n2CCN3c2cccc(Cl)c2C)n(C)c1=O	102	-10	95	-2	-11	23	-9	-10	-6	101	-20
Cc1ccc(SCCNC(=O)/C=C/c2ccc([N+](=O)[O-])cc2)cc1	135	-1	112	1	-11	9	2	1	1	113	-4
CCCCc1c(C)nc2ccccc2c1SCCC#N	100	-8	97	-7	-5	15	-9	-17	-7	98	-14
CCCc1cc(C(=O)Nc2cc(C)nn2-c2ccccc2)no1	103	-10	99	0	2	24	-4	-5	0	102	-8
CCOC(=O)N1CCN(C(=O)C2CCCN(S(=O)(=O)c3ccc(F)cc3)C2)CC1 (stereo not drawn)	93	1	87	2	-18	11	0	0	-1	88	-6
COCc1cc(C)n(CC(=O)NC(C)c2ccccc2)c(=O)c1C#N (stereo not drawn)	101	-2	99	0	1	24	-1	-2	0	99	0
Cc1[nH]c2ccccc2c1C(=O)COC(=O)Cn1cnc2ccccc21	102	-5	101	-5	1	14	-6	-8	0	100	-6
COc1ccc(C2CC(=O)c3cnc(NC(=O)c4ccccc4)nc3C2)cc1OC (stereo not drawn)	100	-8	100	-2	-28	18	-1	-2	0	100	-10
COc1ccc(N2CCN(CCNC(=O)c3ccc4c(c3)[nH]c(=S)n3c5ccccc5nc43)CC2)cc1	99	-2	99	-1	22	16	-3	-4	-1	101	-4
O=C(Nc1ccccc1Cl)c1cnccn1	98	-2	98	2	-23	33	-5	-2	1	97	-4
CCC(c1nnnn1CCc1ccccc1)N(Cc1ccco1)Cc1cc2cc(C)cc(C)c2[nH]c1=O (stereo not drawn)	101	0	99	1	·	33	0	0	0	99	1
OCC1(CC2CCCCO2)CCN(Cc2ccccc2-c2ccco2)CC1 (stereo not drawn)	105	-2	103	-3	-58	12	0	-1	0	105	-4
CSc1cccc(NC(=O)CSc2ncccc2C(=O)Oc2cccc([N+](=O)[O-])c2)c1	102	-3	102	3	-9	11	5	0	3	100	-17
CC1=CC=CC2=NC(=O)CC(C)(C(=O)N(CC(=O)NC(C)C)C3CCCC3)N12 (stereo not drawn)	101	-3	99	1	19	23	-2	-4	0	100	-4
Cc1cccc(/C(N)=N/OC(=O)C23CC4CC(CC(C4)C2)C3)c1	56*	0	82	-5	-2	13	-5	-5	0	80	0
Cc1cc(C)nc(SCSc2nc(C)cc(C)n2)n1	99	-2	103	-2	4	9	-2	0	-3	105	-1
O=C(COC(=O)/C=C/c1ccco1)Nc1ccccc1	103	2	?	0	-13	9	0	-3	0	105	-2
CC(C)COc1ccc(N)cc1OCC(C)C	101	0	100	4	-10	22	3	-4	2	102	-1
CN(C)c1ccc(CNC(=O)C2CCN(S(=O)(=O)c3ccc4c(c3)CCC(=O)N4)CC2)cc1	102	2	102	3	-35	23	1	2	2	100	5
Cc1ccccc1OCC(=O)OC(C(=O)c1ccccc1)c1ccccc1 (stereo not drawn)	102	0	102	-7	-25	12	-4	0	-3	100	-3
Cc1ccc(NC(=O)CCCSc2ccccc2)cc1S(=O)(=O)N1CCOCC1	101	0	149	1	-11	10	0	-3	1	110	-6
Cc1cccc(-n2c(=O)cc(N3CCN(c4ccc(F)cc4)CC3)[nH]c2=O)c1	104	-6	104	-5	-40	15	-8	-5	-5	99	-5
COc1cccc(CN2CCN(Cc3nc(-c4cccs4)oc3C)CC2CCO)c1 (stereo not drawn)	106	-5	111	-6	-26	14	-9	-12	-1	109	-5
O=C(Cc1ccc([N+](=O)[O-])cc1)NCc1ccccn1	104	2	96	2	20	13	3	4	3	101	3
CCOc1cc(CC(=O)N[C@@H](CC(C)C)c2ccccc2N2CCCCC2)ccc1C(=O)O	101	-2	97	0	3	66	-3	-3	0	101	-3

Full records from above:
O=C(COC(=O)/C=C/c1ccco1)Nc1ccccc1 in the list: RGS8-Gao = 103; Bim-Bcl-2 = 2; RGS7-Gao = ?; Bim-Bcl-W = 0; Mcl1 Bid PPI = -13; GSH fluor = 9; Bcl-XL Bim block = 0; Bcl-B Bim block = -3; Bim-Mcl-1 = 0; RGS4-Gao reg = 105; Bfl-1 Bim block = -2
Cc1ccccc1OCC(=O)OC(C(=O)c1ccccc1)c1ccccc1 (stereo not drawn) in the list: RGS8-Gao = 102; Bim-Bcl-2 = 0; RGS7-Gao = 102; Bim-Bcl-W = -7; Mcl1 Bid PPI = -25; GSH fluor = 12; Bcl-XL Bim block = -4; Bcl-B Bim block = 0; Bim-Mcl-1 = -3; RGS4-Gao reg = 100; Bfl-1 Bim block = -3
O=C(Cc1ccc([N+](=O)[O-])cc1)NCc1ccccn1 in the list: RGS8-Gao = 104; Bim-Bcl-2 = 2; RGS7-Gao = 96; Bim-Bcl-W = 2; Mcl1 Bid PPI = 20; GSH fluor = 13; Bcl-XL Bim block = 3; Bcl-B Bim block = 4; Bim-Mcl-1 = 3; RGS4-Gao reg = 101; Bfl-1 Bim block = 3
